Screening results (PubChem)
CIT2 TOR yeast: yeast TOR pathway CIT2-GFP modulation. AID 2029. S. cerevisiae CIT2-GFP strain, flow cytometry, 3 h; 100 means same as DMSO wells. GFP response vs DMSO, % at 10 µM. actives 0.065% (n = 320,000);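 active = GFP response relative to DMSO above a set limit, near the screen mean plus 3 SD, cut at about 150% in these data; inconclusive = Fewer than 70 cells measured for a yeast strain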;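 note: ratio of well median GFP fluorescence to mean of DMSO wells on the plate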
MEX-5 binding: C. elegans MEX-5 TCR-2 RNA binding activity. actives 0.38% (n = 300,000). AID 1832. activity score (negative = inhibition of binding), % at 10 µM. MEX-5/FITC-TCR2 RNA binding, fluorescence polarization; active compounds read low. Q9XUB2;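 active = inhibition past about -25% in most replicates, and total fluorescence under double the plate's negative control median, limit read from the data; inconclusive = replicates evenly split on the limit, or fluorescence at least double controls; inactive = too little inhibition in most replicates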;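 note: 0% = DMSO and -100% = 5 µM competing unlabeled TCR2 RNA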
AGP1 TOR yeast: modulators of TOR pathway AGP1-GFP in S. cerevisiae; S. cerevisiae AGP1-GFP multiplex flow cytometry, 3 h; GFP as percent of DMSO wells; GFP response vs DMSO, % at 10 µM; actives 0.02% (n = 320,000);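 active = GFP response relative to DMSO above a set limit, near screen average plus 3 SD, cut at about 150% in these data; inconclusive = fewer than 70 cells counted for the yeast strain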;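 note: median GFP channel fluorescence of the gated AGP1 strain per well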
GLD-1 RNA inh: GLD-1-TGE RNA interaction inhibition (C. elegans) | actives 0.44% (n = 320,000) | inhibition, % at 5.96 µM | purified GLD-1 + fluorescein TGE RNA, fluorescence polarization;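 active = percent inhibition above a per-plate cutoff, the plate mean of test compounds plus 3 SD, cut at about 30% in these data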;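 note: 0% = DMSO wells with GLD-1 and probe and 100% = wells lacking GLD-1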
Target sequence (Q17339 whole entry, looked up): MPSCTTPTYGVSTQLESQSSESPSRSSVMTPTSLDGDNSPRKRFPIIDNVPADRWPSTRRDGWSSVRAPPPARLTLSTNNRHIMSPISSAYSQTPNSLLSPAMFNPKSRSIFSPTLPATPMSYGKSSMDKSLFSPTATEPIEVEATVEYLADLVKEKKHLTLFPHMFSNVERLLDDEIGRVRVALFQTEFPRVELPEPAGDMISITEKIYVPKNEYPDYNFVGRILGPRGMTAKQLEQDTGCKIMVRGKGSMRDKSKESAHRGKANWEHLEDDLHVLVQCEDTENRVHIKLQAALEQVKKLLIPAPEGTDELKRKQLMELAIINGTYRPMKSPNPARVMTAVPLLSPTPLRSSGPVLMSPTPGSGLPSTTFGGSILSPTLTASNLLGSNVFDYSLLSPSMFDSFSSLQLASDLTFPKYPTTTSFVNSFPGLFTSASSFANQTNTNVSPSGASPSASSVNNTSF
Fam108B inh: counter-screen for RBBP9 inhibitors: inhibitors of mouse Fam108B | recombinant Fam108B, FP-Rh probe fluorescence polarization | inhibition, % at 9.51 µM | actives 0.33% (n = 300,000);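 active = inhibition above the screen mean inhibition plus 3 SD, computed separately per campaign, cut at about 18% in these data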;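 note: inhibitors lower polarization as less probe binds the enzyme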
GRK2 aptamer HTS: human GRK2 inhibition via aptamer displacement | P25098 | bead flow cytometry, FAM-aptamer displacement from GRK2 | inhibition of aptamer binding, % at 10 µM | actives 0.59% (n = 330,000);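 active = inhibition of aptamer binding above 40%, roughly 3 SD of noise, on plates passing a quality check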;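 note: median bead fluorescence of bound FAM aptamer so fluorescent compounds give negative values; no value below 0 was filed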
MCL1 BIM primary: inhibitors of human MCL1 binding to BIM-BH3 peptide; inhibition, % at 10.9 µM; actives 0.68% (n = 320,000); Q07820; GST-MCL1 / FITC-Bim-BH3 fluorescence polarization; AID 2057;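 active = inhibition above the mean inhibition of all tested compounds plus 3 SD, set per campaign, cut at about 40% in these data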;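 note: 0% = DMSO wells and 100% = unlabeled Bim-BH3 peptide control; higher means more loss of mP so more displacement of Bim peptide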
Bcl-xL primary: inhibitors of human Bcl-xL | Q07817 | inhibition, % at 10.9 µM | GST-Bcl-xL / FITC-Bim BH3 peptide fluorescence polarization | AID 2129 | actives 0.7% (n = 320,000);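 active = inhibition above the mean of all tested compounds plus 3 SD, cutoff set per campaign, cut at about 30% in these data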;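 note: 0% = DMSO wells and 100% = unlabeled Bim-BH3 peptide competitor; inhibitors lower millipolarization by displacing the labeled peptide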
Target sequence (Q07817 whole entry, looked up): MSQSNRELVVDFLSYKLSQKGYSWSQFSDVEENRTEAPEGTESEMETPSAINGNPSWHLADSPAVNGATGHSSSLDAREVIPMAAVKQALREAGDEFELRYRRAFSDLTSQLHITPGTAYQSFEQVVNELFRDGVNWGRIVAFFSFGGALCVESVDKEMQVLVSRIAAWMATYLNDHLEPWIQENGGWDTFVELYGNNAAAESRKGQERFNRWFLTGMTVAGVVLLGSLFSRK
VLA-4 inh: inhibition in a human VLA-4 binding assay; inhibition, % (about 7 µM as worked out from the volumes in the protocol); actives 0.2% (n = 330,000); VLA-4 expressing cells, ligand binding flow cytometry; P13612; AID 2557; in the data active = inhibition above about 50%
An asterisk follows results filed as active; ? = inconclusive; . = not tested or not shown; [ ] = another dose, or the depositor's remark.

SMILES	CIT2 TOR yeast	MEX-5 binding	AGP1 TOR yeast	GLD-1 RNA inh	Fam108B inh	GRK2 aptamer HTS	MCL1 BIM primary	Bcl-xL primary	VLA-4 inh
COc1ccc(O[C@H]2C=C[C@@H](c3ccccc3)O[C@@H]2COC(=O)CC/C(C)=N/OC[C@@H](O)COCc2ccco2)cc1	.	1.6	.	9	-4	.	-2	-2	.
S=C(Nc1cccc(Cl)c1)Nc1ccccc1Oc1ccccc1	94	0.6	100	2	-9	2	9	4	1
CC(=O)Nc1nc(C=C(Cl)Cl)cs1	98	1.0	99	-3	6	0	24	12	-3
CN(CC(=O)NCCc1ccc(Cl)cc1)S(=O)(=O)c1cccs1	?	-2.4	?	2	0	0	-3	-3	9
S=C1N[C@H]2CCCC[C@@H]2N1	107	3.0	114	3	6	0	1	3	5
Cc1cc(C)n(-c2nnc(N3CCN(c4ccccc4)CC3)nn2)n1	91	1.2	91	-4	-4	2	-3	0	13
COC(=O)N1C(=O)[C@](c2ccccc2)(C2CCCCC2)N1C(=O)OC	78	0.7	80	6	-2	0	2	-4	-2
COc1cc(OC)c(OC)cc1/C=N/N(C)c1ccccc1	103	-0.9	93	2	5	0	0	2	16
COc1ccc(C(=O)NCCSc2ccccc2C)cc1	99	1.9	96	-4	-3	0	10	2	5
O=C(CN1CCN(C(=O)C2COc3ccccc3O2)CC1)Nc1ccc(F)cc1 (centres undefined)	101	0.3	97	6	-3	2	10	3	15
CC(C)(C)c1nnc2sc(SCC(=O)NCc3ccco3)nn2c1=O	100	.	106	1	.	2	3	3	2
O=S(=O)(c1ccc(N2CCN(S(=O)(=O)c3ccccc3)CC2)nc1)N1CCCC1	98	2.5	106	-1	-4	2	-9	2	0
COc1ccc(Cl)cc1NS(=O)(=O)c1cccc(C(=O)NC2CC2)c1	98	.	101	4	.	1	.	.	21
COc1ccc(-c2csc(N(CC3CCCO3)C(=O)c3ccco3)n2)cc1 (centres undefined)	103	-0.4	100	4	0	2	-1	-1	-4
O=CN1CCN(C(C(=O)NC2CCCC2)c2cc3c(cc2[N+](=O)[O-])OCO3)CC1 (centres undefined)	92	-1.7	102	3	-1	0	3	6	-7
CCCOC1CCCN(C(=O)c2ccc(OC3CCN(C(=O)CCOC)CC3)cc2)C1 (centres undefined)	.	2.0	95	5	-1	0	10	6	14
Nc1ncnc2c1ncn2[C@@H]1O[C@H](CO)C[C@H]1O	95	-4.2	89	-3	-1	0	-3	3	-10
Cc1ccc(CNC(=O)CSCc2ccccc2F)cc1	88	-1.9	110	-2	-1	0	-4	-1	8
CC(C)CCOc1ccc(C(=O)NN2C(=O)NC3(CCCCC3)C2=O)cc1	94	1.3	103	3	6	0	3	6	1
O=C(CN1CCCCC1)N1N=C(c2cccs2)CC1c1cccs1 (centres undefined)	102	0.8	103	0	2	0	3	2	40
O=C(NCCCc1ccccc1)c1ccccc1	110	2.2	107	-6	-3	0	2	4	-9
Cc1ccc(OCCNC(=O)c2ccc(COc3ccccc3)o2)cc1	104	2.8	106	1	0	0	-6	-10	-3
O=C(NCCCN1CCCC1=O)Nc1ccccc1F	90	0.0	95	8	-1	3	10	7	8
Cc1nc2ccc(NS(=O)(=O)c3ccccc3F)cc2s1	105	.	104	-3	.	0	-4	2	-11
COC(=O)Nc1ccc(S(=O)(=O)N2CCCC(C(=O)NC3CCS(=O)(=O)C3)C2)cc1 (centres undefined)	102	-0.1	100	2	-2	0	4	3	2
COc1ccc(NC(=O)C2CCN(S(=O)(=O)c3cccc4cccnc34)CC2)cc1OC	102	5.5	102	6	2	0	1	5	-18
CCOC(=O)C1=C(C)NC(C)=C(C(=O)OCC)C1c1sccc1C	94	.	98	7	3	0	1	-3	8
CC1=C(/C=C/C(C)=N\NC(=O)c2ccncc2)C(C)(C)CCC1	112	1.0	105	5	2	0	13	6	4
Cc1cccc(NC(=O)CCNC(=O)c2ccco2)c1	98	0.0	100	1	1	3	-7	0	8
CC1(c2ccc(OC(F)F)cc2)NC(=O)N(CC(=O)Nc2ccc(N3CCCCC3)cc2)C1=O (centres undefined)	98	-0.3	96	2	-1	0	4	2	-2
O=C(c1ccc(F)cc1)N1CCN(c2cc(N3CCCCC3)c(F)cc2[N+](=O)[O-])CC1	88	-0.1	97	2	8	0	6	3	8
Cc1cc(C)n(-c2ccc(C(=O)N3CCN(S(=O)(=O)c4ccc(C(C)C)cc4)CC3)cc2)n1	?	.	20[may fluoresce violet]	-7	.	2	-7	-7	7
COc1ccc(OC)c(S(=O)(=O)N2CCC(C(=O)NC3CC3)CC2)c1	95	-0.6	93	2	-3	0	13	2	5
Clc1ccc(-n2cccc2CN2CCc3c([nH]c4ccccc34)C2c2ccccn2)nc1 (centres undefined)	89	0.2	85	6	-2	1	8	11	-8
CCCOc1cc(CN2CCCCC2)cc(C(C)=O)c1	101	0.1	101	-1	3	0	-3	1	13
COc1cccc(N2CCN(C(=O)c3cc4c(=O)n(Cc5ccccc5)ccc4nc3C)CC2)c1	101	3.0	100	-17	-3	0	-11	-3	-10
CCC(=O)Oc1ccc(C/C(=N\O)c2ccc(O)cc2O)o1	87	-11	88	5	26*	4	10	7	12
N#CC1=C(N)NC(SCc2ccc(Br)cc2)=C(C#N)C12CCCCC2	?	0.6	?	6	0	0	2	4	5
Brc1ccc(-c2cnco2)cc1	125	-0.3	107	5	2	4	4	2	4
COc1cccc(NC(=O)COC(=O)c2c(NC(C)=O)sc(C)c2C)c1	84	.	90	6	.	4	2	-3	11

Overlap with the part before: two compounds, followed by the next part.
SMILES	CIT2 TOR yeast	MEX-5 binding	AGP1 TOR yeast	GLD-1 RNA inh	Fam108B inh	GRK2 aptamer HTS	MCL1 BIM primary	Bcl-xL primary	VLA-4 inh
Brc1ccc(-c2cnco2)cc1	125	-0.3	107	5	2	4	4	2	4
COc1cccc(NC(=O)COC(=O)c2c(NC(C)=O)sc(C)c2C)c1	84	.	90	6	.	4	2	-3	11
COc1ccc(OCc2nnc(SCC(=O)Nc3cccc(Cl)c3)o2)cc1	117	2.7	99	8	-2	3	2	1	2
O=C1c2ccccc2C(Nc2ccc3c(c2)OCCO3)N1Cc1ccco1 (centres undefined)	97	-1.0	103	4	-3	0	-4	0	3
Cc1ncc(CN2CCCC(C(=O)Nc3ccc(-c4ccco4)cc3)C2)n1C (centres undefined)	96	2.1	100	-3	5	0	-7	1	8
Cn1cccc1/C=N/n1c(-c2ccc(Cl)cc2Cl)n[nH]c1=S	106	0.2	99	7	1	0	-12	-32	8
COC(=O)c1c(C)[nH]c(-c2csc(N)n2)c1C	102	-0.3	103	2	6	0	6	8	-38
CC(Sc1nnnn1C)C(=O)Nc1ccc(N2CCOCC2)cc1 (centres undefined)	93	-6.8	102	0	2	0	-1	2	3
C=CCn1c(SCc2nc(N)nc(N3CCCCC3)n2)nnc1-c1ccco1	110	0.2	105	2	5	1	3	-1	13
O=C(COC(=O)c1ccccc1NCCO)NCc1cccs1	76	1.4	102	1	0	0	-4	-7	1
CCc1ccc2c(c1)C(c1ccc([N+](=O)[O-])cc1)=NNC(c1ccc(C)cc1)=N2	88	0.3	98	6	0	3	10	6	4
COc1ccc(/C=C(\C#N)C(=O)Nc2cccc3ncccc23)cc1OC	95	-4.6	99	0	4	0	18	17	-3
Cc1cccc(N2CCN(C(=O)CN3C(=O)C4CC=CCC4C3=O)CC2)c1C (centres undefined)	105	-0.4	107	-3	4	1	-11	-2	8
O=C(CNCc1cccc2ccccc12)Nc1ccccc1[N+](=O)[O-]	94	0.2	98	5	7	10	8	2	6
CC(C)Oc1ccc(CN2CCC(n3nccc3NC(=O)CCc3ccccc3)CC2)cc1	97	0.4	96	14	6	0	3	1	16
COc1cc(S(=O)(=O)N2CCN(c3ccccc3F)CC2)c(OC)cc1Cl	85	1.7	95	11	0	6	-1	-3	1
C[C@@H]1COC(=O)[C@@H](NC(=O)OCC2c3ccccc3-c3ccccc32)C/C=C\C[C@@H](CC(=O)N(CCO)Cc2ccccc2)C(=O)N1	101	.	105	8	.	0	.	.	6
Cc1cc(C(=O)CSc2nnc(-c3ccco3)o2)c(C)n1C	92	.	103	-1	.	2	.	.	-7
Cn1cc(/C=C(\NC(=O)c2ccccc2Cl)C(=O)NCCCN2CCOCC2)c2ccccc21	106	-1.7	102	-7	0	0	13	4	3
Clc1ccc(/C=N/Nc2ccccn2)cc1	99	-1.7	98	1	1	1	6	2	11
Cc1snc(SCc2cccc(Cl)c2)c1C#N	96	-0.2	100	-5	0	0	0	-2	12
O=C(NCc1ccccn1)c1ccc(Cl)c(NC2=NC3CS(=O)(=O)CC3S2)c1 (centres undefined)	103	-2.6	103	4	2	0	4	2	7
O=C(C1CCC(CNS(=O)(=O)c2ccccc2)CC1)N1CCOCC1 (centres undefined)	98	-0.1	97	0	0	0	1	-2	2

Molecules from the list above that contain a furan ring, fused or not (10):
SMILES	CIT2 TOR yeast	MEX-5 binding	AGP1 TOR yeast	GLD-1 RNA inh	Fam108B inh	GRK2 aptamer HTS	MCL1 BIM primary	Bcl-xL primary	VLA-4 inh
COc1ccc(O[C@H]2C=C[C@@H](c3ccccc3)O[C@@H]2COC(=O)CC/C(C)=N/OC[C@@H](O)COCc2ccco2)cc1	.	1.6	.	9	-4	.	-2	-2	.
CC(C)(C)c1nnc2sc(SCC(=O)NCc3ccco3)nn2c1=O	100	.	106	1	.	2	3	3	2
COc1ccc(-c2csc(N(CC3CCCO3)C(=O)c3ccco3)n2)cc1 (centres undefined)	103	-0.4	100	4	0	2	-1	-1	-4
Cc1ccc(OCCNC(=O)c2ccc(COc3ccccc3)o2)cc1	104	2.8	106	1	0	0	-6	-10	-3
Cc1cccc(NC(=O)CCNC(=O)c2ccco2)c1	98	0.0	100	1	1	3	-7	0	8
CCC(=O)Oc1ccc(C/C(=N\O)c2ccc(O)cc2O)o1	87	-11	88	5	26*	4	10	7	12
O=C1c2ccccc2C(Nc2ccc3c(c2)OCCO3)N1Cc1ccco1 (centres undefined)	97	-1.0	103	4	-3	0	-4	0	3
Cc1ncc(CN2CCCC(C(=O)Nc3ccc(-c4ccco4)cc3)C2)n1C (centres undefined)	96	2.1	100	-3	5	0	-7	1	8
C=CCn1c(SCc2nc(N)nc(N3CCCCC3)n2)nnc1-c1ccco1	110	0.2	105	2	5	1	3	-1	13
Cc1cc(C(=O)CSc2nnc(-c3ccco3)o2)c(C)n1C	92	.	103	-1	.	2	.	.	-7
